E-sel inducer: induces E-selectin expression in human endothelial cells | HUVEC E-selectin immunofluorescence imaging; normalized: neutral wells 0, TNF-alpha wells 100 | activation, % at 7.58 µM | 260,000 compounds, 0.37% hits;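 active means mean E-selectin-positive cell signal at least 10% of the positive control, reached in at least 60% of replicates, without over 20% cell loss; inconclusive means no rule given, readout overlaps actives, possibly toxicity-flagged; inactive means the rest, including those meeting only one limit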;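 further: in these data hits start at about 27%; measured in HUVEC primary endothelial cells; signal is the percent of cells scored E-selectin positive by PE staining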
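Test system – human umbilical vein endothelial cells (HUVEC), E-selectin induction · Input – 3,000 HUVEC seeded per well · Buffer or medium – EGM-2, gelatin · Compound dosing – single-point compound dose · Detection – immunofluorescence imaging · Measure – percent E-selectin-positive cells · Controls – TNF-alpha high, DMSO low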
RAD54 inh: RAD54 (human) branch migration inhibition. Q92698. RAD54 Holliday junction branch migration, FAM/BHQ fluorescence. inhibition, % at 10.4 µM. 360,000 compounds, 0.14% hits. AID 602329;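 active means mean normalized replicate activity at least 40 and at least half of replicates scoring 40 or more; inconclusive means only one of the two criteria met; inactive means mean below 40 and under half of replicates reaching 40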;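 further: 0% = median of neutral control wells and 100% = median of positive control wells; inhibitors cause a drop in the FAM fluorescence signal; in these data hits start at about 50%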
FN deposit inh: fibronectin deposition inhibition | inhibition, % at 12.6 µM | 350,000 compounds, 0.086% hits | AH1F fibroblasts, Alexa488-fibronectin deposition fluorescence, overnight;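 active means mean inhibition across replicates of 30% or more, regardless of how many single replicates reach that level; inconclusive means mean under 30% yet at least half of replicates reach 30%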;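 further: positive control wells lacked labelled fibronectin entirely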
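Assay system: AH1F fibroblast monolayer, labelled fibronectin deposition. Amount: 10000 cells per well. Also added: labelled fibronectin 24 nM. Compound: single-point pinned compound. Incubation: cell attachment 1 h, compound and FN exposure overnight. Detection: fluorescence after three HBSS washes, excitation 485 nm, emission 525 nm. Read-out: inhibition of fibronectin deposition signal.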
RAD52 inh: blocks human RAD52 DNA annealing; P43351; recombinant RAD52 DNA annealing, FRET fluorescence; inhibition, % at 18.7 µM; 360,000 compounds, 0.46% hits; AID 651710;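 active means every replicate showing at least 50% inhibition; inconclusive means mean inhibition at least 50% but not in every replicate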
Target sequence (P43351 whole entry, looked up): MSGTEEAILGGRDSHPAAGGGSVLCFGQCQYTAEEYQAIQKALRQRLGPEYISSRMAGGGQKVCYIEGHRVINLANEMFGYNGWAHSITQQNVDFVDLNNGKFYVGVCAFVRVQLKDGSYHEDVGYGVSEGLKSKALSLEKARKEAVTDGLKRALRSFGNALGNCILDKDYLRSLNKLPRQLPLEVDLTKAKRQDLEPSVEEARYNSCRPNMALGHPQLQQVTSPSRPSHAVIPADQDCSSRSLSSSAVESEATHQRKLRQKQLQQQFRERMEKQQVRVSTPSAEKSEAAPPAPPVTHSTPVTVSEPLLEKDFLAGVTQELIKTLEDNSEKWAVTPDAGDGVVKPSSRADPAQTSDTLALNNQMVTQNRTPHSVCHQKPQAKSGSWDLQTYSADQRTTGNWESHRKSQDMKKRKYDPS
EWS-Fli inh: blocks EWS/Fli oncoprotein-driven transcription; A673 NR0B1-luciferase reporter, viability-normalised; 350,000 compounds, 0.67% hits; inhibition, % at 12.6 µM;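 active means mean inhibition of at least 50% after viability correction, with every replicate also passing that limit; inconclusive means mean reaches 50% but only one of two replicates passes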;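 further: firefly luciferase signal divided by Alamar Blue viability fluorescence both relative to DMSO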
S100A4 MyoIIA: S100A4-myosin IIA interaction inhibition | P26447 | inhibition, % at 10.7 µM | S100A4/TAMRA-MyoIIA peptide fluorescence polarization | 360,000 compounds, 0.14% hits;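 active means mean inhibition of at least 70% across replicates, with every replicate also reaching that level; inconclusive means mean inhibition reaches 70% but some replicates fall short; inactive means mean inhibition below 70%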
Target sequence (P26447 whole entry, looked up): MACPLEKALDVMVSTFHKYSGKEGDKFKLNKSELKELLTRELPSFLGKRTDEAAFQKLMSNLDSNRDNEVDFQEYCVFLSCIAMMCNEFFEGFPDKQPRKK
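Test system: S100A4 monomer protein; Medium: HEPES pH 7.2 with CaCl2, KCl, NaCl, DTT, Triton; Probe or stimulus: TAMRA-labelled myosin IIA heavy-chain peptide probe, 5 nM; Doses: one dose per compound; Times: polarization read 5 min after assay mix addition, stable 5–60 min; Benchmarks: neutral control DMSO, positive control TFP.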
Xi reactivation: reactivates the inactive X chromosome in mouse fibroblasts. activation, % at 7.58 µM. 360,000 compounds, 0.055% hits. XiGFP mouse fibroblasts, % GFP-positive cells imaging, 3 d; cells co-treated with 5-aza-dC sensitizer; scaled so ellipticine positive control = 100%;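 active means mean normalized replicate activation at least 10% and every replicate at or above 10%; inconclusive means only one of the two criteria met; inactive means mean below 10% and not all replicates reach 10%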;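 further: 0% = median of on-plate neutral control wells and 100% = ellipticine 6 µM median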
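System: 68-5-11 XiGFP fibroblast line; Timing: 3 days compound exposure; Compound dosing: one concentration, pinned; Benchmarks: positive control ellipticine, 6 µM final; Buffer or medium: DMEM containing 5-aza-dC.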
esBAF inh: blocks esBAF chromatin remodeling in mouse ES cells; Bmi1-luciferase knock-in reporter, 24 h; 100% = twice the neutral-well signal; reporter increase, % at 12.5 µM; 350,000 compounds, 2% hits; in the data active means activation above about 40%; inconclusive means no clear call, values can overlap the other calls;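 further: 0% = median of the plate's neutral control wells and 100% = double that signal; a rise in the Bmi1 reporter signal indicates esBAF inhibition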
* = called active by the depositor; i = inactive; ? = inconclusive; / = no result given. An unsorted share of the library; any-hit rate near 3%.

SMILES	E-sel inducer	RAD54 inh	FN deposit inh	RAD52 inh	EWS-Fli inh	S100A4 MyoIIA	Xi reactivation	esBAF inh
COc1cccc(-c2c(C(=O)N/N=C(\C)c3ccncc3)nnn2-c2nonc2N)c1	/	-2	17	-2	/	-2	0.0	-6
Cc1cc(NS(=O)(=O)c2ccc(NC(=O)COc3ccc(Cl)c(C)c3)cc2)no1	0.0	19	-4	-3	3	-3	0.1	1
COc1ccccc1C1c2ccc3ccccc3c2Oc2ncn(CCN(C)C)c(=N)c21 (configuration not stated)	0.6	13	15	60*	23	6	0.0	-18
O=C(c1cccc(F)c1)N1CCCCN2[C@H](C1)[C@@H](c1ccc(-c3cccnc3)cc1)[C@@H]2CO	0.2	-6	/	-10	/	1	0.2	/
CC(=O)c1c(C)nc2ccc(Br)cc2c1-c1ccccc1	/	/	-5	4	18	1	0.4	/
CC(=O)N1CC(=O)N2[C@H](CO)[C@@H](c3ccc(C#Cc4cccnc4)cc3)[C@@H]2C1	-0.3	/	/	-9	/	9	0.0	/
O=C(Nc1cc(S(=O)(=O)N2CCOCC2)ccc1N1CCCC1)c1cc(=O)[nH]c2ccccc12	/	13	-7	-9	5	0	-0.2	/
CCOC(=O)c1ccc(NC(=O)c2cc3c(s2)CCC3)cc1	0.1	/	-11	-12	-23	-2	0.0	/
Cc1c(NS(=O)(=O)c2ccc(F)cc2)c(=O)n(-c2ccccc2)n1C	0.8	-5	0	2	12	-1	0.0	-9
CC(=O)N(Cc1ccccn1)Cc1ccco1	/	/	-1	-17	-1	9	0.2	/
CCCNC(=O)N(C)C[C@H]1Oc2cc(-c3cccnc3)ccc2S(=O)(=O)N([C@@H](C)CO)C[C@H]1C	0.0	0	/	-1	-13	6	0.1	-6
Cc1cc(C)nc(OC(=O)c2ccc(Cl)cc2Cl)n1	/	/	-1	-26	-3	11	0.0	/
COc1cc(OC)cc(C(=O)NCC(=O)OCc2nc3ccccc3s2)c1	4.4	/	-25	-79	-53	0	0.0	/
S=C1NCCN1CC1CCN(CC2CCCC2)CC1	-0.4	-9	-9	-9	-19	-1	-0.1	-4
Cc1noc(C)c1COC(=O)[C@@H](NC(=O)c1ccccc1Cl)C(C)C	/	1	1	-5	-1	-1	0.2	/
CCCn1c(SCC(=O)O)nc2ccccc21	/	3	/	-17	6	-29	/	-4
COc1cccc(C(=O)NCC(C)(C)SCc2ccc(F)cc2)c1	/	-4	-10	-1	4	3	0.0	-4
CCN(CC(=O)Nc1c(F)cccc1F)C(=O)c1ccc(S(=O)(=O)N2CCCC2)cc1	/	-1	1	3	2	0	0.0	4
CC(Sc1nnc(-c2cccnc2)n1-c1ccccc1F)C(=O)N1CCCc2ccccc21 (configuration not stated)	-2.0	/	-12	-39	12	8	0.3	/
CCC(=O)Nc1ccc2c(c1)C(=O)N(C)[C@H]1CC[C@@H](CC(=O)NC3Cc4ccccc4C3)O[C@H]1CO2	0.1	-22	-6	3	2	0	0.3	4
COc1ccc(NC(=S)Nc2ccc(OCc3ccccc3)cc2)c(OC)c1	0.0	-7	8	-6	-3	6	0.0	/
CC/C(=N/NC(=O)c1ccccc1)c1ccc(OCCN2CCOCC2)cc1	/	0	2	-5	-12	0	0.1	/
O=c1sc(N2CCN(c3ccc(F)cc3)CC2)nc2ccsc12	0.4	7	2	-23	-12	-3	0.1	62*
CN(CCO)c1ccc2c(c1)OC[C@@H](Cc1ccccc1)NS2(=O)=O	3.3	/	5	-13	-5	3	0.0	/
C=CCC1(Cl)C(=O)C(Cl)=C(N2CCN(C)CC2)C1(OC)OC (configuration not stated)	/	-5	-5	2	13	-7	0.1	2
O=C(C1CCCCC1)N1CC[C@@H]2[C@@H](CO)Nc3ccc(Br)cc3[C@@H]21	0.1	0	-2	-2	1	-1	0.1	1
COC(=O)[C@@]1(C(C)C)N=C(c2cc(OC)c(OC)c(OC)c2)[C@]2(O1)C(=O)N(C)c1ccc(Br)cc12	1.5	/	-2	3	6	-6	-0.1	/
CCN(CC)C1=CC2=CC(=C(C#N)C#N)CCC2CC1 (configuration not stated)	/	/	-77	i	45	-1	82*	/
CC(Oc1ccccc1)C(=O)N(CCC1=CCCCC1)c1c(N)n(Cc2ccccc2)c(=O)[nH]c1=O (configuration not stated)	-0.1	10	/	-15	/	3	0.0	-8
CO[C@H]1CN(C)C(=O)c2cc(NS(=O)(=O)CC(F)(F)F)ccc2OC[C@@H](C)N(C(=O)c2ccc3c(c2)OCO3)C[C@@H]1C	-0.2	-5	-1	-7	-21	1	0.6	2
Clc1ccc(-n2ncc3c(NCc4cccnc4)ncnc32)cc1Cl	/	/	-10	-22	/	-4	0.0	65*
CC(C)NC(=O)C1(C)CSCC(=O)N1CCCn1ccnc1 (configuration not stated)	0.1	/	1	-1	-10	-4	0.2	/
C[C@@H]1CN([C@H](C)CO)C(=O)c2cc(NS(=O)(=O)c3cn(C)cn3)ccc2O[C@@H]1CN(C)C(=O)Nc1cccc2ccccc12	0.0	5	-25	8	5	13	0.3	-4
O=C(N[C@H]1CC[C@@H](CCn2cc(Cc3ccccc3)nn2)O[C@H]1CO)c1cnccn1	-0.5	6	/	-11	2	0	-0.4	2
CCOc1ccc(C(c2c(NC(=O)c3ccccc3)sc(C)c2C)N2CCN(CCO)CC2)cc1 (configuration not stated)	/	/	/	3	80*	-3	0.1	/
C[C@@H]1CN([C@@H](C)CO)C(=O)c2cc(C#CC(C)(C)O)cnc2O[C@H]1CN(C)C(=O)CN(C)C	-0.1	-3	/	-3	0	-15	0.1	2
CCc1nc2ccc(C(=O)NCCCN(C)C)cn2c1N(CC)CCOC	0.0	10	6	-16	2	-8	0.2	2
Cn1c(=NC(=O)COc2ccccc2)sc2cccc(F)c21	0.0	/	2	-12	-12	-17	-0.4	57*
N#CC1(NC(=O)COC(=O)CCN=C2NS(=O)(=O)c3ccccc32)CCCCC1	0.3	4	-9	-5	1	1	0.1	-3
O=C(c1cc(-c2ccc(Cl)cc2)on1)N1CCc2ccccc2C1	/	-3	5	-8	-6	-13	0.1	9
CC(C)C#Cc1ccc([C@H]2[C@H](C#N)N(C(=O)C3CCC3)[C@H]2CO)cc1	-0.5	-12	-4	-8	11	-9	0.0	2
N#CCSc1nc2ccccc2o1	-0.2	/	-6	-2	1	1	-0.1	/
Cc1ccccc1S(=O)Cc1ccc(C(=O)N2CCN(C3CCCCC3)CC2)o1 (configuration not stated)	0.1	1	-8	-7	0	-4	0.0	-7
CCN(CC)c1ccc(O)c(C=Nc2ccc(C)c(C)c2)c1	/	-6	-12	-1	-25	-6	0.0	8
Cc1ccc(C2(CCN)CCOC(C(C)C)C2)cc1 (configuration not stated)	-0.4	/	-2	-20	-13	1	0.0	/
C[C@@H]1CN([C@H](C)CO)S(=O)(=O)c2ccc(-c3cccc(C(=O)N(C)C)c3)cc2O[C@@H]1CN(C)Cc1ccc2c(c1)OCO2	/	2	/	-4	23	-4	0.3	-2
Cc1ccc(NCC(=O)N/N=C\C(Br)=C\c2ccccc2)cc1	/	-9	/	-16	2	-3	/	55*
COc1ccc(CNC(=O)C[C@@H]2CC[C@H]3[C@@H](COc4ccc(NC(=O)C(C)C)cc4C(=O)N3C)O2)cc1	0.0	-3	-11	1	-2	10	0.0	-1
O=C(NS(=O)(=O)NC1CCCCC1)C1=C(N2CCCC2)COC1=O	-0.1	3	3	-35	-6	3	1.0	-1
Cc1cccn2cc(COc3cccc([N+](=O)[O-])c3)nc12	/	/	4	-11	-65	0	0.0	/
Cc1ccc(C)c(C2=NNC(=O)CC2)c1	0.4	/	1	-8	-11	-7	-0.1	/
COc1cccc(N=Nc2ccc3ccccc3c2O)c1	/	7	-11	-19	-24	122*	-0.1	-48
CCOC(=O)c1[nH]c(CO)c(C(=O)OCC)c1C	-0.4	1	3	8	-6	-16	0.0	1
O=[N+]([O-])c1ccc(/C=C/c2ccc3cccc([N+](=O)[O-])c3n2)cc1	-2.0	/	-1	-7	5	2	-0.6	/
CC(C)(C)NC(=O)Cn1nnc(-c2ccc(S(C)(=O)=O)cc2)n1	0.0	-14	-3	/	/	/	/	-3
O=C1/C(=C/C=C/c2ccco2)SC(=S)N1c1ccc(O)cc1	2.3	/	0	-47	-14	-8	0.7	-2
CCCN(CC(=O)Nc1ccccc1C)C(=O)c1ccc(NC2CC2)c([N+](=O)[O-])c1	-1.9	/	-4	-8	-1	2	-0.1	/
COc1ccccc1N(C)S(=O)(=O)c1ccc(Cl)c(C(=O)NCCCN2CCOCC2)c1	0.2	3	-6	-8	7	-3	-0.2	-4
COc1ccc2c3c(n(C)c2c1)[C@H](CO)N(Cc1ccc2c(c1)OCO2)CC31CCN(C)CC1	-0.1	/	/	18	-6	19	0.1	/
CCCc1cc(=O)n2nc(N3CCC(C(=O)Nc4c(F)c(F)c(F)c(F)c4F)CC3)sc2n1	/	9	-24	-9	-4	5	0.2	9

Later entries.
SMILES	E-sel inducer	RAD54 inh	FN deposit inh	RAD52 inh	EWS-Fli inh	S100A4 MyoIIA	Xi reactivation	esBAF inh
CC(C)OCCCNC(=O)c1ccc2c(c1)NC(=O)c1ccccc1S2	/	-6	/	-15	28	-22	0.3	1
CN(CC(=O)Nc1ccc(F)cc1)C(=O)COC(=O)/C=C/c1ccc(OC(F)F)cc1	/	6	-6	0	2	-2	-0.2	-2
Cc1ccc(C#CC(C)(O)C(C)(C)C)cn1 (configuration not stated)	-0.1	1	4	-3	-1	9	0.0	5
COc1ccc2[nH]c(-c3ccccc3)cc2c1	0.6	5	3	-26	-158	-2	-0.1	?
CC(C)(C)OC(=O)N1CCN(C(=O)c2[nH]cnc2C(=O)Nc2nccs2)CC1	0.2	9	10	1	-10	6	0.7	2
CCOC(=O)c1oc2cc(OC(C)=O)ccc2c(=O)c1-c1ccc(OC)c(OC)c1	0.3	-3	7	8	-4	8	0.0	3
O=[N+]([O-])c1cccc(/C=N/NC2CCS(=O)(=O)C2)c1 (configuration not stated)	1.7	-10	0	2	4	-1	0.3	/
C/C=C/c1ccc([C@@H]2[C@H](CO)N(C(C)=O)[C@H]2CN(CC)C(=O)CN(C)C)cc1	-0.2	3	2	-19	-8	4	0.2	-4
COc1ccc(S(=O)(=O)Nc2ccc3cn[nH]c3c2)cc1C	/	/	8	-47	16	-6	0.0	/

Whole records, quoted from the list. Values in the order: E-sel inducer | RAD54 inh | FN deposit inh | RAD52 inh | EWS-Fli inh | S100A4 MyoIIA | Xi reactivation | esBAF inh
Record of CC(Oc1ccccc1)C(=O)N(CCC1=CCCCC1)c1c(N)n(Cc2ccccc2)c(=O)[nH]c1=O (configuration not stated) → -0.1 | 10 | / | -15 | / | 3 | 0.0 | -8
Record of CCc1nc2ccc(C(=O)NCCCN(C)C)cn2c1N(CC)CCOC → 0.0 | 10 | 6 | -16 | 2 | -8 | 0.2 | 2

Assay outcomes (PubChem)
